Diaph act CS: counter-screen for diaphorase-based assays: diaphorase activators and chemical reducers. activation factor at 20 µM. 0.005% of 190,000 active. AID 1229. Diaphorase/resazurin coupled assay, resorufin fluorescence, 16 min; stronger effect = higher value; 1 = vehicle wells, 0 = NADH-free wells;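 active = diaphorase activity raised at least twofold by the compound at 20 µM; inactive = activation factor below 2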
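Assay system: Purified diaphorase enzyme from Clostridium kluyveri | Amount: Enzyme 0.07 U/mL final | Dosing: Compound 20 µM once, DMSO 1% | Timing: 16 min reaction at room temperature | Detection: Fluorescence, excitation 544 nm and emission 590 nm | Evaluation: Higher resorufin formation from activation or reduction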
FLuc act counter: affects firefly luciferase, flagging false hits in luciferase stimulation screens. P08659. ATPlite luciferase biochemical, luminescence, 10 min; 0 = ATP-free wells, 1 = DMSO control. activation factor at 10 µM. 200,000 tested, under 10 active. AID 1027;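 active = luciferase activation factor, scaled between plate controls, of at least 2 with compound at 10 µM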
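System: cell-free luciferase reagent; medium: PBS as buffer for the ATP substrate; doses: test compounds dosed from 2 mM stocks in 100% DMSO; incubation: 10 min, room temperature; measured by: luminescence from luciferase reaction; read-out: luciferase activation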
APP 5UTR inh: APP translation inhibition. 0.82% of 190,000 active. inhibition, % at 2 µM. SH-SY5Y APP 5'UTR-luciferase reporter, luminescence. AID 1285;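 active = inhibition above a set limit, derived from the sample mean plus 3 SD, cut at about 45% in these data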; note: values of inactives mirror those of a sister screen read the other way
Diaph inh CS: inhibits diaphorase or chemically oxidizes, flagging diaphorase assay artifacts; 0.69% of 190,000 active; inhibition, % at 20 µM; diaphorase resazurin-to-resorufin fluorescence, NADH, 16 min; bacterial (C. kluyveri) enzyme, not human;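 active = primary screen inhibition at 20 µM above a set limit, cut at about 50% in these data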;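 note: plate controls were DMSO with full reaction for no effect and wells lacking NADH for full effect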
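System: Bacterial diaphorase enzyme (C. kluyveri) | Incubation: 16-min room-temperature incubation before reading | Benchmarks: No-NADH positive control and DMSO neutral control | Measured by: Resorufin fluorescence 544/590 nm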
TLR4 MyD88 comp: inhibitors of human TLR4-MyD88 binding. 0.18% of 200,000 active. HeLa CL3-4 TLR4/MyD88 BLA complementation, FRET ratio. AID 861. O00206+Q99836. inhibition, % at 8.4 µM; in the data active = inhibition above about 25%;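 note: 0% = vehicle and 100% = reference inhibitor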
Target sequence (O00206 whole entry, looked up): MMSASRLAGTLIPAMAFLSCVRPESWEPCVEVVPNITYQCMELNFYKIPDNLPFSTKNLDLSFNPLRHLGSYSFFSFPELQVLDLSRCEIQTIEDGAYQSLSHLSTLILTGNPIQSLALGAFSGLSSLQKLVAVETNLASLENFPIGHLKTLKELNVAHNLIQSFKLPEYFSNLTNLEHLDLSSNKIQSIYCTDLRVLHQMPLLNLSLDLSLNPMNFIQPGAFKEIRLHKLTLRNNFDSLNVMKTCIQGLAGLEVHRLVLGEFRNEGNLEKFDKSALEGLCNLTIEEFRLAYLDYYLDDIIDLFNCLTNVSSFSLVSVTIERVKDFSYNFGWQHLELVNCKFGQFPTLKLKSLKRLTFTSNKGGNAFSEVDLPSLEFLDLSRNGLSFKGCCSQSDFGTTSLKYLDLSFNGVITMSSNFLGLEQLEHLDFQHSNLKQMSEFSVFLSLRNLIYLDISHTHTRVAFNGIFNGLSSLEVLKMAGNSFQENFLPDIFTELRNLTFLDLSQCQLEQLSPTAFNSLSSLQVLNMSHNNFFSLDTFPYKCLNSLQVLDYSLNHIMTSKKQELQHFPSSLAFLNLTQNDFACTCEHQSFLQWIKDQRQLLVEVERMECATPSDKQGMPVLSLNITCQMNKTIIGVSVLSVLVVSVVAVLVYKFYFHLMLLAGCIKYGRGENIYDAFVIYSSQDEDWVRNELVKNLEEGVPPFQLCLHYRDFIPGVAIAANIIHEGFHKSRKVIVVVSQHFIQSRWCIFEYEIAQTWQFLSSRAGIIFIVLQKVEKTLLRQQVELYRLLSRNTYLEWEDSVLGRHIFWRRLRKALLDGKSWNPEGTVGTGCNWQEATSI
Target sequence (Q99836 whole entry, looked up): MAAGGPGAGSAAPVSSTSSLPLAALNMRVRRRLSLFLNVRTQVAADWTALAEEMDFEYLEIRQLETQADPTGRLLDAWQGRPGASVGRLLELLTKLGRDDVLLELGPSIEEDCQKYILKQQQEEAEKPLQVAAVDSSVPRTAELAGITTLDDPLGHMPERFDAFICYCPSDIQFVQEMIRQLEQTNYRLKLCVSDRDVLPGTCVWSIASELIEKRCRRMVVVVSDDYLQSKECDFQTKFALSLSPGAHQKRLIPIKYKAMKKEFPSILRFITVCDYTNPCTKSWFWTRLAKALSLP
APP 5'UTR act: activates APP 5'UTR luciferase reporter. activation, % at 2 µM. 1% of 190,000 active. AID 1276. SH-SY5Y APP 5'UTR luciferase reporter, luminescence; zero percent = DMSO vehicle wells;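 active = activation above a set limit, based on mean plus 3 SD of controls, cut at about 140% in these data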; note: values of inactives mirror those of a sister screen read the other way
G6PDH counter: L. mesenteroides G6PDH inhibition counter-screen; 0.12% of 200,000 active; inhibition, % at 5 µM; Purified L. mesenteroides G6PDH, diaphorase/resazurin coupled fluorescence, 45 min; in the data active = inhibition above about 50%
NF-kB expr up: compounds increasing NF-kB expression in human neuronal cells; NF-kB reporter expression; stronger effect = higher value; fold change at 12.5 µM; 1.6% of 190,000 active; AID 1239; in the data active = fold change above about 3.3
STAT1 activator: STAT1 signaling activation | AID 932 | NIH 3T3 STAT1-luciferase reporter, IFN-gamma, luminescence; 100% = IFN-gamma alone, no compound | activation (% of control), % at 5.5 µM | 2.6% of 200,000 active;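 active = activation above the screen-wide mean activation plus 3 SD, cut at about 130% in these data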;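 note: raw ratio to IFN-gamma control signal so 100% means no change and 0% no light; values of inactives mirror those of a sister screen read the other way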
FLuc inh counter: Photinus pyralis luciferase inhibition counter-screen. P08659. ATPLite firefly luciferase biochemical luminescence, 10 min. inhibition, % at 10 µM. 1.5% of 200,000 active. AID 1006;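 active = inhibition above about 50% when tested at 10 µM, limit read from the data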
Numbers without * were called inactive; · = no result given.

Values in the order: STAT1 activator	Diaph inh CS	G6PDH counter	FLuc inh counter	FLuc act counter	APP 5UTR inh	TLR4 MyD88 comp	Diaph act CS	APP 5'UTR act	NF-kB expr up
Cc1ccc(S(=O)(=O)/C(C#N)=C/c2c(N3CCN(C)CC3)nc3c(C)cccn3c2=O)cc1
 : 104	5	7	-6	1.1	-12	3	1	12	1.1
COC(=O)Cn1c(=NC(=O)c2nc3ccccc3s2)sc2cc(S(N)(=O)=O)ccc21
 : 93	10	6	-1	1	0	-13	0.9	0	0.73
O=C(O)CCN1C(=O)c2ccc(NC(=O)CSc3ccccc3)cc2C1=O
 : 103	13	15	3	1	1	5	0.9	-1	1.1
CC(c1ccccc1)N1CC(C(=O)N2CCN(c3ccc(F)cc3)CC2)CC1=O (stereo not drawn)
 : 108	10	2	-6	1.1	10	1	0.9	-10	0.97
O=C(NCc1cccnc1)/C(=C/c1ccccc1)NC(=O)c1ccccc1
 : 100	22	15	-5	1	-33	3	0.8	33	1.1
c1ccc(-c2nnc(-c3c[nH]c4ccccc34)nc2-c2ccccc2)cc1
 : 102	21	-2	-4	1	0	-9	0.8	-1	1.3
CCCNC(=O)c1nc(C)c(C)nc1C(=O)Nc1cccc(Cl)c1
 : 104	6	-2	-4	1	0	-6	0.9	0	1.3
CCc1cc2c(=O)c(-c3nc4ccccc4n3C)coc2c(CN2CCN(C)CC2)c1O
 : 97	7	17	-5	1	-6	-3	0.9	6	1.9
CCC(=O)N(Cc1ccco1)Cc1cc2cc3c(cc2[nH]c1=O)OCO3
 : 96	16	10	-7	1.1	-8	8	0.8	8	0.98
CC1(C)CC(=O)C=C(NCc2ccccc2)C1
 : 108	6	4	-10	1.1	6	8	0.9	-6	1.2

At a glance, part of the list above:
Values in the order: STAT1 activator	Diaph inh CS	G6PDH counter	FLuc inh counter	FLuc act counter	APP 5UTR inh	TLR4 MyD88 comp	Diaph act CS	APP 5'UTR act	NF-kB expr up
O=C(NCc1cccnc1)/C(=C/c1ccccc1)NC(=O)c1ccccc1
 : 100	22	15	-5	1	-33	3	0.8	33	1.1
c1ccc(-c2nnc(-c3c[nH]c4ccccc34)nc2-c2ccccc2)cc1
 : 102	21	-2	-4	1	0	-9	0.8	-1	1.3
CCCNC(=O)c1nc(C)c(C)nc1C(=O)Nc1cccc(Cl)c1
 : 104	6	-2	-4	1	0	-6	0.9	0	1.3
CCc1cc2c(=O)c(-c3nc4ccccc4n3C)coc2c(CN2CCN(C)CC2)c1O
 : 97	7	17	-5	1	-6	-3	0.9	6	1.9
CCC(=O)N(Cc1ccco1)Cc1cc2cc3c(cc2[nH]c1=O)OCO3
 : 96	16	10	-7	1.1	-8	8	0.8	8	0.98
CC1(C)CC(=O)C=C(NCc2ccccc2)C1
 : 108	6	4	-10	1.1	6	8	0.9	-6	1.2

New compounds follow:
Values in the order: STAT1 activator	Diaph inh CS	G6PDH counter	FLuc inh counter	FLuc act counter	APP 5UTR inh	TLR4 MyD88 comp	Diaph act CS	APP 5'UTR act	NF-kB expr up
Cc1nc(NNC(=O)c2ccc(Cl)cc2Cl)cc(-c2ccccc2)n1
 : 100	7	-4	-4	1	-2	8	0.9	2	1.9
COc1cccc(C2CC(c3cccs3)=NN2C(=O)CSc2nc3c(cnn3-c3ccc(F)cc3)c(=O)[nH]2)c1OC (stereo not drawn)
 : 96	15	15	-2	1	55*	1	0.9	-55	0.65
Cc1ccc(CN(C)CC(=O)Nc2cccc([N+](=O)[O-])c2)o1
 : 90	14	3	-3	1	-25	-10	0.9	25	2
COC(=O)c1sc2nc(C)cc(-c3ccccc3)c2c1N
 : 100	14	-18	0	1	6	7	0.9	-6	1.3
CCCC(=O)Nc1cccc(NC(=O)c2ccc([N+](=O)[O-])cc2Cl)c1
 : 96	20	-3	8	0.9	1	0	0.8	-1	1
CCn1cc(C(=O)NC2CCCCC2)c(=O)c2ccc(C)nc21
 : 104	3	1	1	1	-7	10	1	7	1
COc1ccc(CC(=O)Nc2ccc(S(=O)(=O)NC(C)C)cc2)cc1
 : 94	11	4	-9	1.1	1	6	0.9	-1	0.91
COc1cc(C(=S)N2CCC(C(N)=O)CC2)ccc1O
 : 102	-4	-13	-8	1.1	-10	6	1	10	0.87
CCCCOc1ccc(NC(=O)CSc2nnnn2C)cc1
 : 103	10	1	1	1	-6	-3	0.9	6	0.85
COC(=O)C1=C(C)OC(N)=C(C#N)C1c1ccc(OC)c(OC)c1OC (stereo not drawn)
 : 103	23	-9	-6	1.1	5	-4	0.8	-5	1
COc1ccc(OCC(=O)Nn2c(-c3cccc(OC)c3)nc3ccccc3c2=O)cc1
 : 109	15	4	-3	1	2	-7	0.8	-2	1.1
Cc1ccccc1NC(=O)c1c(F)c(F)c(F)c(F)c1F
 : 101	13	10	-1	1	-12	6	0.9	12	1
COc1ccc(C2C(C#N)=C(N)OC3=C2C(=O)CCC3)c(OC)c1OC (stereo not drawn)
 : 98	13	6	-5	1	-12	2	0.9	12	1
CCOc1cc(S(=O)(=O)n2nc(C)cc2C)ccc1F
 : 84	16	28	-1	1	6	3	0.8	-6	1.4
CNC(=S)N1C2CCC1CC(NC(=O)NC13CC4CC(CC(C4)C1)C3)C2 (stereo not drawn)
 : 94	4	23	-11	1.1	-9	-1	1	9	1.1
O=S(=O)(c1cccc(S(=O)(=O)N2CCC(N3CCCCC3)CC2)c1)N1CCOCC1
 : 108	19	10	-5	1	-14	12	0.8	14	1.4
Cc1ccc(OCc2nn3c(-c4ccco4)nnc3s2)cc1
 : 103	21	-1	-10	1.1	-11	-1	0.8	11	1.2
CCCN(CCC)CCNC(=O)CCC(=O)Nc1ccc2nc(N3CCN(C)CC3)cc(C)c2c1
 : 99	-18	7	-3	1	-9	3	1.2	9	1.4
CCC(C(=O)NCc1cccnc1)c1ccccc1 (stereo not drawn)
 : 110	-4	28	-7	1.1	9	-3	1	-9	1.5
Cc1cc2nnc(SCC(=O)NCc3cccs3)n2c2ccccc12
 : 106	35	-33	-10	1.1	4	-9	0.6	-4	1.2
Oc1cccc2ccc(Nc3ccccn3)nc12
 : 103	44	-14	5	0.9	80*	-9	0.6	-80	0.62
O=C(Nc1nc2ccccc2n1CCN1CCOCC1)c1ccc(COc2ccccc2Br)o1
 : 108	22	-1	-6	1.1	-6	-10	0.8	6	0.44
O=C(O)c1csc(-c2cccs2)n1
 : 107	-2	2	-6	1.1	-36	-8	1	36	1.1
COCCCN1C(=O)C(=O)/C(=C(/O)c2ccc(C)cc2)C1/C=C/c1ccccc1 (stereo not drawn)
 : 108	16	3	-4	1	19	8	0.8	-19	1.1
Cc1ccccc1CN(C)CC(=O)Nc1cccc(S(=O)(=O)N(C)c2ccccc2)c1
 : 94	5	8	-8	1.1	-31	-3	1	31	0.81
CCOc1ccc(C(=O)N/N=C/c2ccccc2[N+](=O)[O-])cc1
 : 134*	13	-5	89*	0.1	-140	-3	0.9	140*	2
Cc1cc(C)c2c(=O)[nH]c(SCc3ccc([N+](=O)[O-])cc3)nc2n1
 : 90	9	2	-2	1	5	5	0.9	-5	1.8
COc1ccccc1N(C)S(=O)(=O)c1ccc(Cl)c(C(=O)NC2=NCCS2)c1
 : 98	19	5	-5	1	-2	-2	0.8	2	0.93
Cc1ccc(NC2=CC(=O)CC(c3ccc(Cl)cc3)C2)cc1 (stereo not drawn)
 : 98	-8	7	-1	1	-20	4	1.1	19	0.98
O=C1c2ccc(Oc3ccc([N+](=O)[O-])cc3)cc2C(=O)N1c1ccncc1
 : 93	-16	3	-3	1	15	6	1.2	-15	·
CC(NS(=O)(=O)c1ccc2c(c1)OCCCO2)C(=O)O (stereo not drawn)
 : 93	-10	21	-15	1.2	-19	-5	1.1	19	1.5
CCn1c2ccccc2c2nnc(SCC(N)=O)nc21
 : 104	2	3	-8	1.1	-8	15	1	8	1.1
COCc1nnc(NC(=O)c2cccc(NC(=O)C(C)C)c2)s1
 : 102	9	1	-5	1	-14	-9	0.9	14	1.7
Cc1ccc(CNC(=O)C2CCCN(Cc3cnn(-c4ccccc4)c3-n3cccc3)C2)cc1 (stereo not drawn)
 : 97	0	5	-7	1.1	14	-8	1	-14	0.83
COc1ccc(C(=O)C[n+]2cn(C(F)F)c3ccccc32)c(F)c1
 : 130*	16	-2	-1	1	4	20	0.8	-4	1.5
Cc1ccccc1N1C(=O)[C@@H]2Cc3ccccc3CN2C1=O
 : 104	7	4	-3	1	13	2	0.9	-13	1.3
C/C(=N\NC(=O)C(C)Nc1cccc(Cl)c1)c1ccc([N+](=O)[O-])cc1 (stereo not drawn)
 : 98	16	2	-7	1.1	10	2	0.8	-9	1
O=C(Oc1ccc2cc(Br)ccc2c1)c1cccnc1
 : 99	5	2	3	1	-2	0	0.9	2	1.2
CCc1ccc2nc(SCC(=O)NCC3CCCO3)c(C#N)cc2c1 (stereo not drawn)
 : 108	·	6	-5	1	-33	9	·	33	1.2
N#Cc1ccc(-c2cccnc2)nc1SCc1ccc(Cl)c(Cl)c1
 : 101	8	5	-9	1.1	-5	3	0.9	5	0.96
Cc1ccnc(NC(=O)CCCOc2ccc(Cl)cc2C)c1
 : 107	12	4	-4	1	4	-4	0.9	-4	1.2
O=C(NCc1ccc2c(c1)OCO2)c1cccnc1
 : 101	8	9	-4	1	-3	-2	0.9	3	0.95
Cc1cccc(C)c1NC(=O)N1CCC(n2c(=O)[nH]c3ccccc32)CC1
 : 107	18	2	-5	1.1	5	8	0.8	-5	1.1
CCN(CC)CCNC(=S)N1CCn2c(nc3ccccc32)C1
 : 101	10	5	-5	1	1	-1	0.9	-1	1.5
COC(=O)COc1cccc(NC(=O)c2cccc(C)c2)c1
 : 99	-10	-2	10	0.9	-20	-9	1.1	20	0.91
Cc1cc(F)c(F)cc1C(=O)N1CCCC1
 : 106	11	15	-3	1	10	-10	0.9	-10	1.8
Cc1cc(C)c(C)c(S(=O)(=O)N2CCN(Cc3nc4ccccc4[nH]3)CC2)c1C
 : 91	-2	4	-1	1	-2	7	1	2	0.97
Cc1cccc(-n2ncc3c(N)ncnc32)c1
 : 111	2	8	2	1	1	-2	1	-1	1.8
CC1(C)CC(=O)C/C(=N/NC(=O)C2CCN(S(=O)(=O)c3cccs3)CC2)C1
 : 96	-6	14	-3	1	3	-7	1.1	-3	0.99
O=C(Cc1ccc(-c2ccccc2)cc1)NCc1ccccc1
 : 104	6	-5	-7	1.1	93*	-11	0.9	-93	0.95

(further entries)
Values in the order: STAT1 activator	Diaph inh CS	G6PDH counter	FLuc inh counter	FLuc act counter	APP 5UTR inh	TLR4 MyD88 comp	Diaph act CS	APP 5'UTR act	NF-kB expr up
CN(C)c1ccc(/C=N/n2c(COc3ccccc3)n[nH]c2=S)cc1
 : 99	42	12	11	0.9	6	-7	0.6	-6	1.2
CCOc1ccc(N2C(=O)Nc3ccccc3C2(O)C(=O)NCc2ccco2)cc1 (stereo not drawn)
 : 99	5	1	-6	1.1	-25	6	0.9	25	1.6
Cc1nnc2ccc(-c3cccc(NC(=O)Cc4cccs4)c3)nn12
 : 77	15	-6	-8	1.1	8	2	0.9	-8	0.59
O=C1c2ccccc2C(=O)N1CCCP(=O)(O)CCc1ccccc1
 : 98	4	-1	-2	1	-15	0	1	15	0.93
COc1cc(OC)cc(C(C(=O)NC2CCCCC2)N(C(=O)c2ccno2)c2ccccc2)c1 (stereo not drawn)
 : 105	-8	6	-1	1	2	7	1.1	-3	1.3
O=C(Nc1ccncc1)C1(c2ccccc2)CCCC1
 : 93	17	2	-3	1	3	9	0.8	-3	0.86
